# Screening results deposited in PubChem BioAssay by several laboratories.
# CendR NRP1 mod: modulators of CendR peptide binding to NRP-1, primary screen, biochemical, fluorescence polarization, uHTS. FAM-RPARPAR peptide binding to NRP-1. inhibition, % at 25 µM. 0.85% of 360,000 active. AID 602438, 2012;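 active = inhibition or corrected inhibition above about 18%, plus a signal ratio from 0.5 to 1.5, limit read from the data, passing the limit was not always enough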; note: strong numbers were not always called active
# bovine MsrA act: bovine MsrA enzyme activators, primary screen, biochemical, absorbance, HTS | purified bovine MsrA, absorbance read-out | activation, % at 10.6 µM | 0.3% of 360,000 active; in the data active = activation above about 7.5%;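 note: 0% = vehicle and 100% = reference activator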
# MsrA inhibitor: bovine MsrA enzyme inhibitors, primary screen, biochemical, absorbance, HTS | Methionine sulfoxide reductase A (Bos taurus) | purified bovine MsrA, absorbance read-out | inhibition, % at 15.5 µM | 0.75% of 360,000 active | AID 651718, 2012; in the data active = inhibition above about 4.5%;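 note: 0% = vehicle wells with enzyme and 100% = reference inhibitor wells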
# FAS-TE inh: FAS thioesterase domain inhibitors, primary screen, biochemical, fluorescence intensity, uHTS. 0.67% of 360,000 active. AID 602261, 2012. inhibition, % at 15 µM. recombinant FAS-TE, OMFH fluorogenic substrate, fluorescence endpoint;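 active = compounds whose normalised, plate-corrected inhibition of enzyme fluorescence in the single-dose primary screen is 50% or more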;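 note: 0% = DMSO with enzyme and 100% = substrate without enzyme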
# Rin1-Abl PPI inh: inhibitors of Rin1-Abl protein binding, primary screen, biochemical, TR-FRET | Tyrosine-protein kinase ABL1 (Homo sapiens) + Ras and Rab interactor 1 (Homo sapiens), … | 0.4% of 360,000 active | inhibition, % at 7.35 µM | AID 588664, 2011; in the data active = inhibition above about 5%, passing the limit was not always enough
# SKN-1 inh: suppressors of acrylamide-induced Pgst-4::GFP reporter in worms, primary screen, SKN-1 inhibitor project, whole organism, uHTS, GFP/RFP fluorescence ratio, strain VP596; C. elegans VP596 Pgst-4::GFP/RFP ratio, 24 h; inhibition, % at 21.8 µM; 0.49% of 360,000 active; AID 624304, 2012;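 active = interference check ratio from 0.5 to 1.5 plus GFP to RFP signal ratio inhibition reaching or exceeding a fixed threshold, cut at about 30% in these data, passing the limit was not always enough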; note: some compounds called inactive have numbers as strong as hits
# Neddyl block: inhibitors of cullin neddylation, primary screen, biochemical, TR-FRET, uHTS, NAE and Ubc12. 0.58% of 360,000 active. AID 651699, 2012. calls only at 25 µM; in the data active = inhibition above about 36%
# Target sequence (P61081 whole entry, looked up): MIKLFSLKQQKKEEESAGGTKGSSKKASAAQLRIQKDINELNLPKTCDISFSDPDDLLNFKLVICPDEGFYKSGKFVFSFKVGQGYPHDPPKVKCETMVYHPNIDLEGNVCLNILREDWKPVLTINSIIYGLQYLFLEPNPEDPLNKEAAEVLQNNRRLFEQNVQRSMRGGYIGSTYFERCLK
# Target sequence (Q13564 whole entry, looked up): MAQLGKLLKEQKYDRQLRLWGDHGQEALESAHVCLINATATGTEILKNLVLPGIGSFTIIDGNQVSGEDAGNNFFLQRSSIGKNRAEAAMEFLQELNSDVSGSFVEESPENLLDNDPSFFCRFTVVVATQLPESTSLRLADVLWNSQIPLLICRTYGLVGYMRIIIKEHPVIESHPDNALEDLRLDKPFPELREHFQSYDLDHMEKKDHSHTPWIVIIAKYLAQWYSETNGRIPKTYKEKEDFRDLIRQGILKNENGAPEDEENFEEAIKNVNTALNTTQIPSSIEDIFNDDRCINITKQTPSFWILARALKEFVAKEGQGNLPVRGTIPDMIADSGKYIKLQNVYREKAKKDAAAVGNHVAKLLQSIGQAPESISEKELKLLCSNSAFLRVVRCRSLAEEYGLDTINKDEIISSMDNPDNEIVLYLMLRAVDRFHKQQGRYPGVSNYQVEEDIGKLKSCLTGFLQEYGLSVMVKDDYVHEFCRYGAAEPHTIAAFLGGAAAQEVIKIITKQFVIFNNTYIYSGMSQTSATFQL
# E coli Lon inh: inhibitors of E. coli Lon protease, primary screen, biochemical, fluorescence polarization. P0A9M0. purified E. coli Lon protease. inhibition, % at 7.94 µM. 0.42% of 360,000 active. AID 602123, 2011; in the data active = inhibition above about 13%, passing the limit was not always enough;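 note: 0% = enzyme with probe and DMSO and 100% = no enzyme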
# MT1-MMP act inh: blockers of MT1-MMP proenzyme processing, primary screen, HT1080 RFP-PRO-GFP cells, GFP/RFP fluorescence. 0.061% of 360,000 active. Matrix metalloproteinase-14 (Homo sapiens), P50281. AID 651647, 2012. GFP/RFP ratio change, % at 20 µM. GFP/RFP ratio fluorescence, overnight; percent of plate control window, DMSO zero;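 active = GFP/RFP ratio change of at least 30% with cell ATP level not reduced by more than half and red fluorescence within 50% of control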; note: strong numbers were not always called active
#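 system = RFP-PRO-GFP reporter HT1080 cells | dosing = 20 µM single dose, 1% DMSO | timing = overnight cell settling, then overnight compound exposure, 37 °C, 5% CO2 | read-out basis = GFP/RFP fluorescence ratio | controls = DMSO and RFP-L50D-GFP cell wells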
# Starred values were filed as active, the others as inactive; i = inactive; nt = no result given.
SMILES	MsrA inhibitor	E coli Lon inh	bovine MsrA act	FAS-TE inh	CendR NRP1 mod	Neddyl block	Rin1-Abl PPI inh	MT1-MMP act inh	SKN-1 inh
CC1CN(CCc2ccccc2)c2nc3c(c(=O)n(C)c(=O)n3C)n2C1 (configuration not stated)	1.4	-22	-5	-4	10	i	0	-7	6
CC(=O)Nc1ccc(S(=O)(=O)N2CCN(c3cc4c(cc3[N+](=O)[O-])n(C)c(=O)n4C)CC2)cc1	2.5	1	-1	28	-4	i	-7	5	1
COc1cc(NC(=O)CCC(=O)O)nc(OC)n1	-1.0	-5	-4	-13	0	i	2	-2	-3
COc1ccc(N2CC(C(=O)Nc3nc(-c4ccccc4)c(C(C)=O)s3)CC2=O)c(OC)c1 (configuration not stated)	1.9	4	-8	-3	2	i	-11	7	-5
COc1ccc(Cl)cc1NC(=S)NNC(=O)C1(C)CC1(Cl)Cl (configuration not stated)	0.8	7	-11	1	5	i	2	3	-4
CCOC(=O)C(C)Oc1cccc2c(=O)n(CC(=O)Nc3cccc(OC)c3)ccc12 (configuration not stated)	1.0	-11	8.4*	-14	0	i	2	-2	5
CCN(Cc1ccccc1)c1ccc(N=Nc2nn(C)c(C)c2[N+](=O)[O-])cc1	0.1	6	-1	52*	12	i	-3	29	8
O=C1NC[C@@H](CCCCN2C[C@H](Cc3ccccc3)N(CCc3ccc(O)cc3)C(=O)C2=O)N(CC2CCCCC2)C1=O	-1.0	-4	1	13	12	i	nt	2	14
Cc1nnc(NN)n(N)c1=O	0.3	-1	-3	-5	-11	i	-2	-1	12
CCOC(=O)C1CCN(Cc2cccc(Oc3ccc(Cl)cc3)c2)CC1	-0.2	-12	0	18	3	i	-1	-4	1
COc1cc(O)c(CCO)c2c1C(=O)C[C@@H](C)O2	2.1	-6	-3	-5	2	i	1	-2	9
CC1(C(=O)O)CCCN(C(=O)C2(c3ccc(Cl)cc3)CCCC2)C1 (configuration not stated)	-0.3	3	-4	-8	5	i	2	-3	-13
O=C(COC(=O)c1ccccc1O)Nc1ccc(N2CCOCC2)cc1	1.4	-6	-5	-3	12	i	2	2	-14
O=C(COc1ncnc2ccccc12)c1ccc2c(c1)OCCO2	0.1	0	-9	-8	6	i	4	-5	-31
Cc1cc2c(=O)oc(-c3ccc(F)cc3)nc2s1	0.8	-3	-6	32	-3	nt	-4	1	2
CCCN1CCN(C(=O)c2cn(CC(C)C)c(=O)c3cc(OC)c(OC)cc23)CC1	0.6	1	2	-2	6	i	1	5	3
CCOC(=O)COc1coc(CN2CCN(c3cccc(Cl)c3)CC2)cc1=O	1.3	-4	-3	-5	9	i	2	4	15
COc1cc2c(cc1OC)CN(C1CC(=O)N(c3c(C)cccc3C)C1=O)CC2 (configuration not stated)	1.6	-2	-2	2	-19	i	-2	-4	-2
Cc1ccccc1NC(=S)NC(C)CCc1ccccc1 (configuration not stated)	0.2	3	-7	0	14	i	-1	-9	-8
Cc1cccc(NC(=O)C(C)Oc2ccccc2C)n1 (configuration not stated)	-0.1	3	0	4	-11	i	5	-2	33
Cc1cccc(N(C(=O)c2cnc3n(c2=O)CCS3)C2CCCCC2)c1	nt	1	-4	-2	-5	i	1	1	-1
O=[N+]([O-])c1ccc(C(O)CN=Cc2ccc(O)cc2O)cc1 (configuration not stated)	2.4	1	-1	1	12	i	-1	-3	0
CCNC(=O)c1c(NC(=O)C2COc3ccccc3O2)sc2c1CCCC2 (configuration not stated)	-0.1	11	-2	-9	-2	i	-6	2	-11
CC(C)OCCCNC(=O)CN1CCN(Cc2ccc(Cl)cc2)C1=O	0.1	1	-3	0	1	i	2	-1	-13
CCOC(=O)C(/C=C(\C#N)C(=O)OCC)=C(/N)N1CCN(c2c(C)cccc2C)CC1	1.3	-6	-1	-4	-5	i	2	-1	-24
Cc1cc(/C=C(/C#N)C(=O)Nc2ccccc2)c(C)n1-c1cccnc1	0.3	-8	0	4	4	i	-3	-5	-2
Cc1ccn2cc(CCNC(=O)C3CCCCC3)nc2c1	-0.1	-9	-2	-6	9	i	3	4	-5
CCCCn1ccnc1C(=O)c1cc(S(=O)(=O)N2CCOCC2)ccc1C	-0.8	5	-2	-1	0	i	1	16	-17
CC(C)C[C@H]1CNC(=S)N1CC1CCCN1C[C@H](CC(C)C)N1C[C@H](Cc2ccc(O)cc2)N(CC2CCCCCC2)C1=S (some centres not stated)	-0.1	-15	-11	-96	4	i	-3	4	2
CCCN1C(=O)c2cc(C(=O)Nc3ccc(OC)cc3OC)ccc2C1Nc1ccc(OC)cc1OC (configuration not stated)	0.4	-2	-1	29	-1	i	4	3	-5
O=C1CC(c2c[nH]c3ccccc23)C(=O)N1c1ccccc1 (configuration not stated)	0.2	-14	1	-2	7	i	6	0	-7
COc1cc(/C=N/NC(=O)Cn2nc([N+](=O)[O-])cc2C)cc(Br)c1OCc1ccccc1	3.7	5	-2	30	0	i	3	-12	25
C[C@@H]1NC(=O)OC1c1ccco1 (some centres not stated)	-0.5	9	2	-10	9	i	3	2	2
Cc1cc(C)c(C#N)c(SCC(O)COc2ccc(Br)cc2)n1 (configuration not stated)	0.6	-17	-1	63*	-7	i	-2	3	8
O=C(COc1ccccc1Cl)NC(=S)Nc1ccc(CN2CCOCC2)cc1	-0.4	0	-2	-12	11	i	1	5	7
CNc1ccc(-c2cc(OC)ccc2OC)cn1	1.0	2	-3	-6	-4	nt	-4	-1	9
Cc1ccc(OCc2nc3ccccc3n2C)cc1	-0.5	-1	-4	-1	-2	i	4	0	-1
COc1ccc(NC(=O)c2ccc(C)cc2)cc1	1.5	-9	-2	-4	-14	i	-3	1	4
CCC12CN3CCN(CC(C3)/C1=N\NC(=O)Nc1ccccc1)C2	-0.7	-4	1	-7	2	i	-3	0	-3
COc1ccc(OC)c(C(=O)N2CCC(n3nccc3NC(=O)CC(C)C)CC2)c1	0.2	-6	-3	-6	-1	i	2	-6	3
CC(C)(C)c1ccc(C(=O)NNC(=O)Cc2ccccc2)cc1	2.9	-10	-3	-7	-5	i	5	11	17
O=C(Cc1cccc(NC(=O)C2CCN(C(=O)C3CCC3)CC2)c1)Nc1cccc(C(=O)N2CCCC2)c1	-0.7	-1	-4	-5	-3	i	1	-3	-4
O=C1[C@H](Cc2ccccc2)NCC=CC[C@H](c2ccc(Cl)cc2)N1Cc1ccccc1	0.4	10	1	34	-4	i	0	-2	1
CC1(C)OC(=O)N2CCc3ccccc3C21C (configuration not stated)	0.1	-8	1	-5	10	i	-2	1	2
C[C@@H]1COC(=O)[C@@H](CC(=O)OC(C)(C)C)C/C=C\C[C@H](CC(=O)N(CCO)Cc2ccccc2)C(=O)N1	-0.4	7	-2	-9	3	i	2	-1	9
Cc1ccc(S(=O)(=O)N2CCN(C(=O)C3CC(=O)N(c4ccc5c(c4)OCCO5)C3)CC2)cc1 (configuration not stated)	0.9	-3	-3	6	4	i	5	4	-3
CCOc1ccc(Oc2cc(NC(=O)c3ccco3)cc([N+](=O)[O-])c2)cc1	0.9	-22	-2	42	4	i	-4	-7	3
Cc1cccc(Nc2nnc(SCC(=O)NCc3cccs3)s2)c1	0.7	0	1	3	-2	i	-1	-1	-1
CC1(C)CC(=O)C/C(=N/Nc2nc3ccccc3s2)C1	-0.1	-5	1	-4	-7	i	0	-54	-5
Cc1ccc(-c2nc(CN3CCCC(C(=O)N4CCOCC4)C3)c(C)o2)cc1 (configuration not stated)	-0.7	0	-5	-3	12	i	-1	-5	1
O=C(CNC1CCCCCC1)Nc1ccc(S(=O)(=O)NC2CC2)cc1	-0.6	-1	0	-5	0	i	2	-6	4
CN(C(=O)c1ccc(NC(=O)Cc2ccc(NC(=O)C3CCCN(C(=O)C4CCCCC4)C3)cc2)cc1)C1CCCC1 (configuration not stated)	-0.6	0	-1	-6	-11	i	-6	1	12
CC1CCc2c(sc3ncn(CC(=O)N=Nc4c(O)[nH]c5ccccc45)c(=O)c23)C1 (configuration not stated)	0.1	-5	-7	-8	14	i	-1	-2	-12
CCN(CC)CCNC(=O)Cn1c(=O)c2cccn2c2ccc(F)cc21	0.2	-5	-2	-4	3	i	2	-1	4
Cc1cnc(NC(=O)c2ccc(F)c(S(=O)(=O)N3CCOCC3)c2)s1	2.9	-1	-2	-2	6	i	2	12	8
CCN(CC)C(=O)C(=O)c1cccn1-c1cccc(Cl)c1C#N	-0.1	-1	-4	-2	3	i	0	11	7
CC1(C(=O)NCc2cccc(C(F)(F)F)c2)CCN1Cc1ccc2ccccc2c1 (configuration not stated)	0.4	-6	0	33	-3	i	2	-5	-15
CCOC(=O)C1C(C(C)=O)=C(c2ccccc2)c2ccccc2N1S(=O)(=O)C(F)(F)F (configuration not stated)	2.5	-5	-3	16	5	i	2	-3	12
CC(=O)c1cccc(CN2CCN(Cc3ccc(C)cc3)C(CCO)C2)c1 (configuration not stated)	-0.3	-11	0	-5	2	i	3	2	-4
O=C(Nc1ccccn1)c1ccccc1	0.4	-5	0	-5	15	i	2	-3	-8

# Following part
SMILES	MsrA inhibitor	E coli Lon inh	bovine MsrA act	FAS-TE inh	CendR NRP1 mod	Neddyl block	Rin1-Abl PPI inh	MT1-MMP act inh	SKN-1 inh
CCN1CCC(NC(=O)Nc2cc(Cl)ccc2OC)CC1	-0.8	-15	-11	-11	-4	i	-2	6	-3
O=C(CNC(=O)c1ccco1)NCC(=O)OCc1cccc(Cl)c1	-1.4	1	-12	-8	4	i	4	-2	-4
COc1ccccc1-c1cnc(C(O)c2ccc(Cl)cc2)[nH]1 (configuration not stated)	2.8	-5	-6	1	-2	i	0	8	-4
CC(=O)c1cccc(NC(=O)CSCc2ccc(Br)cc2)c1	-0.3	7	2	10	-7	i	4	1	2
CC(=O)COc1cc(C)cc2oc(=O)c(C)c(C)c12	0.5	10	1	-2	4	nt	-2	5	9
Cc1ccc(-c2ccnc3cc(C)nn23)cc1	1.8	-4	-2	-6	1	i	3	-4	5
COc1ccc(NC(=O)N2CCCC(C(=O)Nc3cccc(C)c3C)C2)cc1 (configuration not stated)	-0.2	-4	-1	-1	-1	i	2	0	-7
COC(=O)c1ccc(C23CC4(C2)[C@H](CN(C)[C@@H]4c2ccccc2)C3c2ccc(Cl)nc2)cc1 (some centres not stated)	-1.3	-4	0	26	18	i	4	4	9
Cc1oc(-c2ccc(Cl)cc2)nc1CS(=O)CC(=O)NC1CC1 (configuration not stated)	1.3	-1	-4	-7	7	i	2	-5	5

# Look-ups from the entries so far:
# `O=C(CNC(=O)c1ccco1)NCC(=O)OCc1cccc(Cl)c1` @ SKN-1 inh: -4
# `CC(=O)c1cccc(NC(=O)CSCc2ccc(Br)cc2)c1` @ E coli Lon inh: 7

# Two consecutive entries out of the list so far, quoted:
SMILES	MsrA inhibitor	E coli Lon inh	bovine MsrA act	FAS-TE inh	CendR NRP1 mod	Neddyl block	Rin1-Abl PPI inh	MT1-MMP act inh	SKN-1 inh
CCN1CCC(NC(=O)Nc2cc(Cl)ccc2OC)CC1	-0.8	-15	-11	-11	-4	i	-2	6	-3
O=C(CNC(=O)c1ccco1)NCC(=O)OCc1cccc(Cl)c1	-1.4	1	-12	-8	4	i	4	-2	-4
